Assay outcomes deposited in PubChem by several laboratories.
Phagocyt inh = macrophage phagocytosis inhibition. J774A.1 macrophage IgG-bead phagocytosis, imaging. inhibition, % at 5 µM. actives 0.07% (n = 110,000). AID 1029;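 active means inhibition above the mean of the plate negative controls plus 5 SD, cut at about 13% in these data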;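 further: phagocytic index as fraction of beads internalized from green versus red external bead signal; plate controls were DMSO negative control for no effect and cytochalasin-D positive control for full effect; some results beyond the cut were filed as inactive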
E-sel TNF inh = blocks E-selectin expression induced by TNF alpha; HUVEC TNFa-induced E-selectin immunofluorescence, high content; inhibition, % at 2 µM; actives 0.71% (n = 120,000);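 active means inhibition above the batch mean plus 3 SD, and confirmed as a hit on visual image review, cut at about 43% in these data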;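 further: 0% = TNF-stimulated DMSO wells and 100% = unstimulated control wells; not every result past the cut was called active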
NPY-Y2 antag = NPY-Y2 (human) receptor antagonism | P49146 | NPY-Y2 expressing cells, antagonist mode | inhibition, % at 2.7 µM | actives 0.99% (n = 140,000) | AID 793; in the data active means inhibition above about 17%;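 further: 0% = vehicle with agonist challenge and 100% = reference antagonist with challenge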
Target sequence (P49146 whole entry, looked up): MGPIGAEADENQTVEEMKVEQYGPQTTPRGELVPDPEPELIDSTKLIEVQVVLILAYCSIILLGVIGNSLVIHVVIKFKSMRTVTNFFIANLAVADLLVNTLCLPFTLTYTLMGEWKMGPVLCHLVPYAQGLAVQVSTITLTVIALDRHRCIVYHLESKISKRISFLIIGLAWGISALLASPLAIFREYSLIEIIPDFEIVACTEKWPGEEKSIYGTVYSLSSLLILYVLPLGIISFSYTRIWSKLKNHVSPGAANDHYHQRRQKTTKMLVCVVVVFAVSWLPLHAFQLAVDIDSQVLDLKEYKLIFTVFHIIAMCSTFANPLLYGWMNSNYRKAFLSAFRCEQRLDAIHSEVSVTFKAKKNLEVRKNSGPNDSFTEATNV
Yeast growth inh = reduces growth of yeast BB579 in restrictive medium. actives 0.51% (n = 140,000). S. cerevisiae BB579 growth, OD615, 48 h. inhibition, % at 10 µM;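 active means inhibition above a set limit, 3 SD over the mean compound inhibition, cut at about 44% in these data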; further: inactives centre near -24
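Assay system – yeast BB579 (DeaD) · Dosing – single compound dose of 10 µM, 0.25% DMSO final · Detection – OD615 turbidity measurement · Buffer or medium – CSMM-D restrictive synthetic medium containing dextrose (glucose) · Benchmarks – positive control amphotericin B 10 µg/mL · Incubation – 48 h exposure, 30 °C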
Measles CPE = protection of cells from measles virus; Measles virus-infected cells, CPE protection, absorbance; protection (pct of control), % at 4 µM; actives 1.5% (n = 140,000); AID 841; in the data active means protection mostly above about 24%, no sharp cut-off; inactive means mostly below about 26%; further: some compounds called inactive have numbers as strong as hits
HCT116 bCat-KO = beta-catenin-lacking colon tumor cell growth suppression | viability, % at 10 µM | actives 1.5% (n = 140,000) | HCT116 beta-catenin knockout viability, CellTiter-Glo, 60 h; hits give low values;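 active means viability at or under a set limit, the compound median less 4 SD, cut at about 6% in these data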;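 further: 0% = Hyamine 1622 control at 20 µM and 100% = untreated cell control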
Yeast lifespan up = extends the lifespan of yeast; actives 0.68% (n = 130,000); AID 775; S. cerevisiae growth with nicotinamide, OD615; deaD strain in restrictive glucose medium; inhibition of the nicotinamide effect, % at 10 µM;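 active means inhibition above a set limit, placed 3 SD over the median of all compounds, cut at about 26% in these data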;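 further: 0% = nicotinamide-treated wells and 100% = cells grown without nicotinamide; some compounds called inactive have numbers as strong as hits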
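Assay system: engineered S. cerevisiae DeaD replicative-lifespan strain, galactose-grown log-phase cells; medium: restrictive CSMM-D dextrose medium; also added: nicotinamide, 1.5 mM, co-present with compound; schedule: 48 h compound exposure at 30 °C, humidified; detection: absorbance at 615 nm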
MRP-1 activ = activates MRP-1; H69AR cells + doxorubicin, viability rescue, CellTiter-Glo; AID 799; actives 0.61% (n = 140,000); viability increase, % at 10 µM;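 active means viability gain under doxorubicin at or above a set limit, the compound median plus 3 SD, cut at about 4.7% in these data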;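 further: MRP-1 overexpressing cells given doxorubicin 25 µM after compound pretreatment; 18-22 h compound pretreatment then 72 h with doxorubicin before readout; 0% = doxorubicin-only wells and 100% = vehicle-treated cells without doxorubicin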
GALR2 blocker = GALR2 (human) receptor antagonism | O43603 | GALR2-expressing cells, antagonist mode | inhibition, % at 4 µM | actives 0.39% (n = 140,000) | AID 828; in the data active means inhibition above about 27%;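 further: cells stimulated with galanin 1-16 at roughly its EC80; 0% = agonist challenge control and 100% = basal control without agonist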
Target sequence (O43603 whole entry, looked up): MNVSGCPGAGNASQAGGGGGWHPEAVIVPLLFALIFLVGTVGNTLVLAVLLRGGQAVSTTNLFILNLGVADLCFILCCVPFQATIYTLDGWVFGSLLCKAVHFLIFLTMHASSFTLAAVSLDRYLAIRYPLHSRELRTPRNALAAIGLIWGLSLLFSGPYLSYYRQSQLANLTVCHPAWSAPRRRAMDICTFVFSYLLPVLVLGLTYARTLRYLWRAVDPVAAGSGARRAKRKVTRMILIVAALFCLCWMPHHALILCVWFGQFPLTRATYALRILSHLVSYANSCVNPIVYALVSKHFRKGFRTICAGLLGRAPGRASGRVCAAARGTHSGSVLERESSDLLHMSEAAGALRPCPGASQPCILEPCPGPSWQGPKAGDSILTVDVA
HCT116 PTEN-null = growth suppressors of cells with PTEN tumor suppressor deletion | HCT116 PTEN-null viability, CellTiter-Glo, 60 h; hits give low values | viability, % at 10 µM | actives 1.2% (n = 140,000);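 active means viability at or below a set limit, 4 SD under the median of all tested compounds, cut at about 3.7% in these data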;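 further: PTEN knockout HCT116 line with beta catenin targeted HCT116 as companion control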
The depositor's hits bear a star; · = not tested or not shown.

SMILES	Phagocyt inh	E-sel TNF inh	NPY-Y2 antag	Yeast growth inh	Measles CPE	HCT116 bCat-KO	Yeast lifespan up	MRP-1 activ	GALR2 blocker	HCT116 PTEN-null
Cc1nn(C)c(C)c1CNC(=O)c1nn2c(c1Cl)NC(c1cccs1)CC2C(F)(F)F (centres undefined)	-1	-21	16	-23	12	71	-10	-0.7	4	74
CCCCC(=O)NC1(C(F)(F)F)C(=O)N(Cc2ccco2)C(C)=C1C(=O)OC (centres undefined)	0	·	2	-48	2	93	-10	-1.3	7	101
COc1ccc(CCNC(=O)c2cnn3c(C(F)F)cc(C)nc23)cc1OC	·	13	4	51*	3	91	3	-0.5	-7	88
O=C(NCCN1CCN(Cc2ccccc2)CC1)c1cc2c(=O)[nH]c3ccccc3c2s1	-1	6	5	-32	10	1.4*	-6	-6.3	1	2.6*
CC(C)Oc1cc(NC(=O)CSCC(=O)Nc2cccc(C(F)(F)F)c2)c(Cl)cc1Cl	1	-20	-2	-33	6	72	-19	-4.1	2	75
O=C(NCC1COc2ccccc2O1)c1cc2ccccc2o1 (centres undefined)	·	-4	10	-30	10	105	·	-1.5	2	98
Cc1ccc(C(C)C)c(OCCN(C)C)c1	·	-6	6	-10	3	81	-7	-2.5	-8	92
CCOC(=O)C1CCN(C(=O)CN(c2cc(OC)ccc2OC)S(=O)(=O)c2ccccc2)CC1	-1	-7	3	-50	34	84	-11	-2.5	7	91
CN1CCN(CCCNC(=O)Cn2ncc3c4ccccc4n(C)c3c2=O)CC1	·	·	3	-24	25	90	-4	-0.8	-8	102
CCC(=O)N(C)CCc1cc2c(c(OC)c1/C=N/NC(=O)c1ccccc1O)OCO2	-6	·	2	-12	19	101	0	-1.0	1	94
CCOC(=O)c1nnc(-c2ccc(C)cc2)nc1Sc1ccccc1Cl	1	·	-1	-72	3	38	3	-1.7	-9	27
COc1ccc(C(=O)COC(=O)C(CC(C)C)N2C(=O)c3ccccc3C2=O)cc1 (centres undefined)	·	-16	8	-50	1	84	·	0.3	0	98
Cc1ccccc1C1=NC(C(F)(F)F)(C(F)(F)F)c2c(n(-c3ccc(F)cc3)c(=O)[nH]c2=O)N1	-3	14	2	-29	15	80	-4	-3.3	-7	88
COc1ccc(OC)c(S(=O)(=O)Nc2ccccc2C(F)(F)F)c1	·	-20	4	-17	13	101	-1	-3.4	-6	101
CCN1CCCC1CNC(=O)c1cc2c(=O)n(C)c3ccccc3c2n1C (centres undefined)	0	·	2	-48	9	73	6	-3.5	-6	73
COc1ccc(C2=[N+](C)CCn3cccc32)c(OC)c1	-2	15	1	-34	20	52	5	-2.3	-21	62
c1cc2c(cc1C1CCCCC1)c1c3n2CCCNC3CCC1 (centres undefined)	·	-3	8	68*	0	0.5*	·	-7.5	-6	0.7*
C=CCNC(=O)CSc1ccc(Cl)cc1	0	-6	1	-18	12	87	-6	-3.8	6	85
CCn1c(SCC(=O)NCC(=O)Nc2ccc(F)cc2)nnc1-c1ccncc1	-4	7	2	8	1	100	-8	-2.5	2	97
COc1ccc(C2Oc3ccccc3N2C(C)=O)cc1 (centres undefined)	-4	-40	0	-21	23	93	-13	-3.6	8	92
COc1ccccc1-n1c(N)c(C(N)=O)sc1=S	·	-2	3	-45	7	87	-10	-0.7	-1	94
Cc1nn(-c2ccccc2)c2sc(C(=O)NNC(=O)COc3ccccc3)cc12	-1	-9	2	-32	1	80	-5	-3.7	-2	75
COc1ccc(OC)c(NC(=O)CC(NCCC2=CCCCC2)C(=O)O)c1 (centres undefined)	1	9	2	-18	8	112	1	0.9	0	107
COc1ccc(NC(=O)N2CCC(c3ccccc3)C2)c(OC)c1 (centres undefined)	0	0	3	27	29	102	-5	1.2	-9	95
CSCCC(NC(=O)OC(C)(C)C)C(=O)Oc1ccc2c(=O)c(-c3ccc4c(c3)OCCO4)coc2c1 (centres undefined)	·	43	0	-12	33	95	-14	1.2	-3	93
CN(C)c1ccc(NC(=S)N(CCc2ccccc2)C2CC(=O)N(c3c(Cl)cccc3Cl)C2=O)cc1 (centres undefined)	·	4	-1	-41	7	77	8	-2.3	-8	72
CN1CCN(c2ccc(S(=O)(=O)N3CCCCC3)cc2NC(=O)c2ccc(F)cc2F)CC1	·	·	2	-13	23	69	1	-4.3	10	70
CC(C)NCC(O)COc1ccc(CC(N)=O)cc1 (centres undefined)	·	·	2	-30	18	99	5	0.2	-7	106
Cc1ccnc2nc(C(=O)Nc3ccc(N4CCOCC4)cc3)nn12	3	-28	3	-24	9	86	-2	-1.3	-10	91
COc1ccc(-n2nnnc2SC(C)C(=O)NCC(=O)Nc2ccc(F)c(F)c2F)cc1 (centres undefined)	-15	·	3	-17	9	78	0	-0.7	8	82
CCn1c(SCc2nc3ccccc3c(=O)[nH]2)nnc1-c1cccnc1	0	-10	-1	-19	9	92	-7	-0.6	7	98
Cc1cc(N=Cc2cc(Cl)ccc2O)no1	0	-16	2	-24	9	92	4	-3.0	-19	101
CCOc1cc(CNC2CCCC2)cc(Cl)c1OCc1ccc(F)cc1	3	-19	12	-35	10	0.9*	-17	-3.2	-7	0.9*
CCCCNC(=O)c1cc2c(=O)n3cccc(C)c3nc2n(Cc2ccncc2)c1=N	0	·	3	-23	4	78	18	-2.3	13	59
O=C(NCc1ccco1)c1cccc(NS(=O)(=O)c2ccccc2F)c1	·	·	2	-20	14	97	6	-2.4	13	95
O=C(Cn1c(=O)oc2ccccc21)Nc1nc(-c2ccc(Br)cc2)cs1	-1	·	5	-31	2	97	-5	-5.2	-3	97
O=C(CN1CCN(S(=O)(=O)c2ccccc2)CC1)NC(=O)NC1CCCCC1	0	-4	1	-18	7	90	-15	0.2	12	80
Cc1ccc(NC(=O)c2c(C)nc(Nc3nc4ccccc4o3)nc2C)cc1	-1	10	-2	-38	·	103	1	-0.5	-9	110
COc1ccccc1CNC(=O)c1c(N)n(CCCN2CCOCC2)c2nc3ccccc3nc12	-1	-21	14	20	3	11	-17	-2.0	-16	8
CC(C)C1N=C2c3ccccc3N=C(SCc3cc(=O)n4cc(Cl)ccc4n3)N2C1=O (centres undefined)	0	·	3	10	14	79	-3	-4.1	-9	78
CCc1ccc(C2C(C#N)=C(N)Oc3n[nH]c(CC(=O)OC)c32)cc1 (centres undefined)	·	1	3	-5	18	91	·	2.6	-19	107
COc1ccc(OC)c(NC(=O)c2nnn(CCc3ccccc3)c2N)c1	0	17	1	4	4	105	-8	-1.4	6	98
CN1CCN(C2=Cc3ccccc3Sc3cc(F)c(Cl)cc32)CC1	·	29	6	22	17	22	·	-8.3	-9	27
CCCNC(=O)c1ccc(-c2nc3ccccc3s2)s1	1	29	-1	-25	10	90	-8	-2.1	-1	94
CCOc1ncccc1C(=O)OCC(=O)Nc1ncc(C(F)(F)F)cc1Cl	-1	8	2	-24	3	102	-11	-0.5	-10	101
CNC(=S)N/N=C/C1=CCC2CC1C2(C)C (centres undefined)	0	-16	3	-47	9	83	-1	-2.6	4	84
CC1Cc2ccccc2N1C(=O)CCn1c(=O)oc2ccccc21 (centres undefined)	0	3	2	-3	14	98	-12	-2.1	-1	93
C=CCn1c(SCC(=O)N2CCCC2)nc2cc(C(=O)NCC3CCCO3)ccc2c1=O (centres undefined)	-2	·	0	-7	3	100	-1	-2.1	3	100
COc1ccc(NC(=O)NCCN2C(=O)C3C4C=CC(C4)C3C2=O)cc1 (centres undefined)	0	·	2	-33	16	106	-1	-0.4	5	99
COc1ccccc1N1CCN(Cc2ccsc2)CC1	0	8	4	-13	19	86	-16	-2.5	0	78
CC(C)c1ccccc1NC1=CC(=O)CC(C)(C)C1	-3	13	3	0	12	91	0	-1.8	-7	87
CCOCC(=O)Nc1nnc(Cc2ccc(OC)c(OC)c2)s1	0	-1	4	-46	13	91	-8	-0.7	-8	110
O=C(c1ccccc1)c1cn[nH]c1-c1ccccc1O	1	46	1	-23	3	76	-7	-1.9	7	80
COCCNC(=O)c1ccccc1NC(=O)C1COc2ccccc2O1 (centres undefined)	-1	-15	1	-51	5	93	-4	-0.5	9	107
CCOC(=O)C1=C(COc2ccc(C)cc2)NC(=O)NC1c1cc(C)ccc1C (centres undefined)	-5	12	4	-26	6	96	9	-1.7	-14	90
O=C1C(Cc2ccc(F)cc2)SC(=Nc2ccccc2)N1c1ccccc1 (centres undefined)	-9	14	1	-8	3	91	13	2.8	6	104
CN1C(=O)C2ON(c3ccccc3)C(c3cccs3)C2C1=O (centres undefined)	·	21	0	-28	13	91	-6	-0.5	11	91
NC(=NC1CCCCC1)c1ccc([N+](=O)[O-])cc1	-1	9	7	-2	11	82	-3	-3.0	8	74
NCCc1ccc(O)c(O)c1	·	-8	-3	-5	27	5.8*	2	4.2	10	22
Cc1cccc(N2CCN(Cc3cc(=O)n4ccsc4n3)CC2)c1C	1	6	5	-32	6	76	-16	-2.0	2	76

Full records, quoted from the list. Values in the order: Phagocyt inh | E-sel TNF inh | NPY-Y2 antag | Yeast growth inh | Measles CPE | HCT116 bCat-KO | Yeast lifespan up | MRP-1 activ | GALR2 blocker | HCT116 PTEN-null
O=C(NCc1ccco1)c1cccc(NS(=O)(=O)c2ccccc2F)c1 is listed as · | · | 2 | -20 | 14 | 97 | 6 | -2.4 | 13 | 95
Cc1ccccc1C1=NC(C(F)(F)F)(C(F)(F)F)c2c(n(-c3ccc(F)cc3)c(=O)[nH]c2=O)N1 is listed as -3 | 14 | 2 | -29 | 15 | 80 | -4 | -3.3 | -7 | 88
COc1ccc(OC)c(NC(=O)c2nnn(CCc3ccccc3)c2N)c1 is listed as 0 | 17 | 1 | 4 | 4 | 105 | -8 | -1.4 | 6 | 98

(next part)
SMILES	Phagocyt inh	E-sel TNF inh	NPY-Y2 antag	Yeast growth inh	Measles CPE	HCT116 bCat-KO	Yeast lifespan up	MRP-1 activ	GALR2 blocker	HCT116 PTEN-null
O=C(Nc1ccccc1C(=O)N/N=C/c1ccco1)c1ccc(Cl)cc1	-9	·	0	-28	19	71	-4	-3.7	-1	62
Cc1ccc(S(=O)(=O)Cn2nnnc2CN(Cc2ccco2)CC2CCCO2)cc1 (centres undefined)	-1	-31	-1	-10	4	99	-13	-2.6	5	98
CCOc1cc(/C=C(\C#N)c2nc(-c3cccs3)c(NC(C)=O)s2)ccc1O	4	2	0	-58	9	25	-2	-4.0	2	21
COc1ccc(-c2cc(C(F)(F)F)n3nc(C(=O)NCCCn4ccnc4)cc3n2)cc1	0	-10	0	-3	13	89	-4	-4.4	-12	88
Cc1ccc(C)c(Nc2ncnc(N)c2[N+](=O)[O-])c1	-2	·	1	-15	2	67	-4	-1.1	8	63
C/C(=C\C(=O)c1ccc(C)o1)Nc1ccc(C(=O)O)cc1C	0	·	1	-36	10	104	8	-1.9	7	105
CNc1c([N+](=O)[O-])cnn1-c1ccc(C)cc1	-2	-9	-1	-44	4	99	-17	0.4	-11	104
CC1=NN(Cc2ccccc2)C(=O)/C1=C\c1ccc(N(C)C)cc1	-2	12	6	-14	7	90	-3	0.2	-3	97
O=C1CCCc2ccccc2N1Cc1c(Cl)cccc1Cl	-1	42	10	-36	4	97	12	-2.9	0	88
CCOc1cccc(NC(=O)CSc2nc(C)c3c(c2C#N)CCCC3)c1	·	3	3	-14	4	82	-13	-1.6	-8	97
